AddAB inh = growth inhibition of E. coli expressing H. pylori AddAB, primary screen, AddAB inhibitor project, absorbance | actives 0.29% (n = 330,000) | inhibition, % at 11.9 µM; in the data active means inhibition above about 12%;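 further: 0% = vehicle wells of infected cells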
Pemphigus Ab inh = inhibitors of pemphigus antibody binding to DSG3, primary screen, biochemical, bead-based, flow cytometry, scFv-GFP. Desmoglein-3 (Homo sapiens), P32926. DSG3-coupled beads, scFv-anti-DSG3-GFP binding; hits give low values. binding (percent of control), % at 10 µM. actives 0.48% (n = 310,000). AID 588358, 2011;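 active means binding more than 3 SD below its plate's average and above zero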;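 further: hits lower antibody fragment binding to DSG3; some compounds called inactive have numbers as strong as hits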
PKA-R1A activ = activators of PKA-R1A holoenzyme, primary screen, biochemical, fluorescence polarization, Cy5-IP20, bovine R1A, mouse PKAc; cAMP-dependent protein kinase type I-alpha regulatory subunit (Bos taurus) + …; PKA-R1A dissociation; scaled: DMSO 0%, 113 µM cGMP 100%; activation, % at 11.4 µM; actives 0.083% (n = 340,000); AID 504707, 2011;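 active means percent activation above the mean of all tested compounds plus 3 SD, cut at about 19% in these data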;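 further: higher means more PKAc released from R1A so a rise in polarization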
PfHsp90 yeast 2 = growth inhibition of PfHsp90-expressing yeast, primary screen, antimalarial PfHsp90 inhibitor project, S. cerevisiae, BacTiter-Glo luminescence, single point, set 2. BacTiter-Glo ATP, 48 h; yeast lacking PDR1 and PDR3 efflux regulators. inhibition, % at 9.4 µM. actives 0.32% (n = 310,000);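 active means every replicate shows inhibition above about 80%, whatever the replicate mean, limit read from the data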;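 further: 0% = DMSO neutral controls and 100% = 20 µM radicicol positive controls; yeast relying on Plasmodium falciparum Hsp90 in place of its own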
phage Ecoli inh = growth loss of phage-infected E. coli, primary screen, RecBCD inhibitor project, absorbance, with phage, HTS; inhibition, % at 11.9 µM; actives 0.26% (n = 360,000); AID 651602, 2012; in the data active means inhibition above about 11%
E coli growth = E. coli V3065 growth inhibition, primary screen, counter-screen for AddAB inhibitor project, absorbance, OD600 | 18 h | inhibition, % at 11.9 µM | actives 0.27% (n = 330,000) | AID 449728, 2010;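 active means inhibition above the campaign's mean inhibition across all tested compounds plus 3 SD, cut at about 9.9% in these data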;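 further: uninfected addAB+ strain grown without phage in ampicillin broth; 0% = DMSO wells and 100% = ciprofloxacin 0.95 µg/ml wells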
OPRM1-OPRD1 ag = agonists of OPRM1-OPRD1 heterodimerization, primary screen, cell-based, luminescence; AID 504326, 2011; cells; activation, % at 9.3 µM; actives 0.3% (n = 340,000); Mu-type opioid receptor (Homo sapiens) + Delta-type opioid receptor (Homo sapiens), …; in the data active means activation above about 18%;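 further: 0% = vehicle-treated cells and 100% = reference agonist; values of inactives mirror those of a sister screen read the other way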
Target sequence (P35372 whole entry, looked up): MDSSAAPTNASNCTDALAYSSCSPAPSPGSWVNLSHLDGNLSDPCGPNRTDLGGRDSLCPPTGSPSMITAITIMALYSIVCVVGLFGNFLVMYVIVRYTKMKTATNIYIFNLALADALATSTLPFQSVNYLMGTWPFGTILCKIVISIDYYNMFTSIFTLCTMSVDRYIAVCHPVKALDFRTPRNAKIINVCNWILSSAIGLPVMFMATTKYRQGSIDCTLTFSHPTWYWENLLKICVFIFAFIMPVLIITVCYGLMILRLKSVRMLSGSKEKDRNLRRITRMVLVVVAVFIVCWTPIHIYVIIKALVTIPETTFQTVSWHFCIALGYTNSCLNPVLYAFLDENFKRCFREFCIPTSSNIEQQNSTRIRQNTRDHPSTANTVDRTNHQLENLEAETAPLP
Target sequence (P41143 whole entry, looked up): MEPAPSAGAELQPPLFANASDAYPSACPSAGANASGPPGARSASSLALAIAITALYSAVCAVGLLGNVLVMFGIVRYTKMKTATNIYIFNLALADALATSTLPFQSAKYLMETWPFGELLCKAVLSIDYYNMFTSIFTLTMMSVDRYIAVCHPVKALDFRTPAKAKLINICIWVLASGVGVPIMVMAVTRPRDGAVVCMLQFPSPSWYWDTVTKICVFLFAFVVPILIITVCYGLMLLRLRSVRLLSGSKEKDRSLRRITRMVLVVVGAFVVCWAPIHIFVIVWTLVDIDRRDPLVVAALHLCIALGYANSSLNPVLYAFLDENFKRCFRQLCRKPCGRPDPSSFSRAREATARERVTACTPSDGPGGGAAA
Tat transport = E. coli Tat export inhibitors, primary screen, MC4100, TorA-mCherry reporter, fluorescence, single point. actives 0.036% (n = 340,000). AID 488895, 2010. inhibition, % at 10 µM;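 active means mean replicate inhibition at least 50% and at least half of replicates individually reaching 50%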;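 further: exported cargo escapes ClpAP degradation while cytoplasmic cargo is degraded and loses fluorescence; 0% = median of neutral control wells and 100% = median of NaSCN control wells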
Arr AP2 block = inhibitors of beta-arrestin/AP2 binding, primary screen, biochemical, GPCR trafficking, flow cytometry | FITC-arrestin peptide / GST-AP2 beads; AP2 beta2 appendage carries R879A mutation | inhibition, % at 10 µM | actives 0.31% (n = 340,000);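 active means inhibition above a set limit, near 3 SD of compounds lacking own fluorescence, cut at about 54% in these data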;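 further: plate controls were DMSO wells for no effect and 5 µM unlabelled arrestin peptide for full effect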
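test system = AP2 appendage R879A on GSH beads | buffer or medium = PBS plus Tween 20 (0.05%) and BSA (0.1%) | incubation = 12 min plus 1 h, RT | detection = bead flow cytometry, FITC channel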
MOR-DOR inv ag = inverse agonists of MOR-DOR heterodimerization, primary screen, cell-based, luminescence | AID 504357, 2011 | cell-based MOR-DOR heterodimer luminescence, inverse agonism | inhibition, % at 9.3 µM | Mu-type opioid receptor (Homo sapiens) + Delta-type opioid receptor (Homo sapiens), … | actives 0.21% (n = 340,000); in the data active means inhibition above about 22%, passing the limit was not always enough;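 further: 0% = cells with DMSO and 100% = wells without cells with DMSO; values of inactives mirror those of a sister screen read the other way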
Mot1-301 SUMO = yeast Mot1-301 growth rescue at high temperature, primary screen, SUMOylation pathway inhibitor project, S. cerevisiae, ATP luminescence, 38.5C; actives 1% (n = 320,000); growth rescue, % at 18.8 µM; S. cerevisiae Mot1-301 growth rescue; percent above DMSO median, 100 means doubled;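 active means every valid replicate shows activation above 250% relative to neutral control wells; inactive means the rest, any valid replicate at or below 250%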;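 further: OY570 slx delta 5 strain wells were the positive control but not used for scaling; some compounds called inactive have numbers as strong as hits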
The depositor's hits bear a star; / = no result given.

entry | compound | Arr AP2 block | Mot1-301 SUMO | Tat transport | E coli growth | PKA-R1A activ | Pemphigus Ab inh | PfHsp90 yeast 2 | MOR-DOR inv ag | phage Ecoli inh | AddAB inh | OPRM1-OPRD1 ag
1 | COc1ccc(S(=O)(=O)N(C)C[C@H]2Oc3ccc(NC(=O)Nc4ccc5c(c4)OCO5)cc3C(=O)N([C@H](C)CO)C[C@@H]2C)cc1 | 4 | -13 | -12 | -1.8 | -8 | 108 | -16 | -9 | 1.6 | -1.2 | 1.6
2 | CSc1ncnc2ncn(C)c12 | -16 | / | -10 | / | -2 | 92 | -26 | 10 | 2.4 | / | -2.0
3 | COc1ccc(-c2noc(CCC(=O)Nc3cccnc3)n2)cc1 | -19 | 6 | 0 | 1.4 | -8 | 107 | -4 | 5 | 5.5 | 3.4 | -1.0
4 | CCCN1C2CCCC1CC(NC(=O)c1cccc(OC)c1)C2 (stereo unspecified) | -4 | 20 | -8 | 2.3 | -10 | 92 | -14 | -3 | 2.1 | -0.6 | 0.5
5 | Cc1oc(-c2cccs2)nc1CS(=O)CC(=O)NCCCOC(C)C (stereo unspecified) | -9 | -4 | -2 | 0.1 | -1 | / | / | 5 | 1.6 | 2.4 | -0.9
6 | Cc1cc(C)c(NC(=O)CS)c(Cl)c1 | 26 | / | -1 | 0.4 | -8 | / | -4 | 12 | 3.7 | 0.5 | -2.6
7 | CC1CCCCC1NC(=O)CSc1nncn1N (stereo unspecified) | 34 | -4 | -9 | 0.4 | 1 | 100 | -3 | 0 | 0.1 | 0.7 | 0.1
8 | COC(=O)C1=CN(Cc2ccccc2)C=C(C(=O)OC)C1c1ccc(O)c(OC)c1 | 33 | -5 | 3 | -0.9 | -6 | 95 | 6 | 20 | -0.5 | -1.2 | -4.0
9 | CN(C)C(CN=C1NS(=O)(=O)c2ccccc21)c1ccco1 (stereo unspecified) | 13 | -15 | -2 | -1.3 | -4 | 96 | -41 | -4 | 6.2 | 0.0 | 0.7
10 | CC(C)CC1(C)NC(=O)N(CC(=O)Nc2cccc(S(=O)(=O)N(C)c3ccccc3)c2)C1=O (stereo unspecified) | 2 | -9 | 0 | -2.0 | 2 | 107 | -99 | 14 | 2.7 | -0.2 | -2.7
11 | COc1ccc(Cc2nnc(SCC(=O)NCC3CCCO3)o2)cc1 (stereo unspecified) | 14 | 2 | -1 | -0.6 | -9 | 79 | -2 | 4 | 1.3 | -1.2 | -0.7
12 | COc1ccccc1OCC(=O)Nc1cccc(C(=O)N2CCOCC2)c1 | -12 | 64 | 9 | 3.2 | 2 | 101 | 23 | 8 | 1.7 | 1.6 | -1.4
13 | N#Cc1ccccc1NC(=O)COC(=O)c1cccs1 | 7 | -18 | 1 | -3.5 | -5 | 114 | -11 | 15 | 1.2 | -1.6 | -2.8
14 | CC(NC(=O)C(=O)NCCCn1ccnc1)c1ccccc1 (stereo unspecified) | 1 | 320* | -9 | 0.0 | 4 | 103 | 12 | 0 | 2.8 | 3.5 | 0.0
15 | CCOc1cc(/C=N/NC(=O)c2cccnc2)ccc1OCc1ccc(C(=O)OC)o1 | -1 | -16 | -5 | 1.2 | -2 | 109 | -14 | 4 | 1.1 | 1.6 | -0.8
16 | N#CC1=C2SCC(O)(c3ccccc3)N2C(=O)CC1c1ccccc1 (stereo unspecified) | 1 | -5 | 8 | 0.9 | -20 | 102 | 9 | 13 | 2.9 | 4.5 | -3.1
17 | COc1ccc(CN(C)S(=O)(=O)c2nnc(NC(=O)c3ccc(C)cc3)s2)cc1OC | 0 | 466* | 4 | 2.7 | 0 | 110 | -11 | 10 | 2.6 | 4.2 | -2.0
18 | Nc1nnc(SCC(=O)OCc2ccc(F)cc2)s1 | 2 | -7 | 0 | 0.7 | 7 | 92 | 3 | -3 | 1.9 | 4.3 | 0.6
19 | CN(Cc1ccccc1)C(=O)c1cccc(N2C(=O)C3CC=CCC3C2=O)c1 (stereo unspecified) | -2 | 70 | -6 | -0.2 | 5 | 94 | 9 | 14 | 3.2 | 0.1 | -2.4
20 | O=C(O)C1CCN(S(=O)(=O)c2ccc(N3CCCC3C(=O)O)c([N+](=O)[O-])c2)CC1 (stereo unspecified) | -5 | -4 | 1 | -0.4 | 7 | / | -8 | 15 | 3.8 | 1.3 | -2.8
21 | NC(=O)C[C@@H]1N[C@]2(C(=O)Nc3ccccc32)[C@@H]2C(=O)N(C3CCCCC3)C(=O)[C@H]12 | -1 | 260 | -2 | 1.7 | 3 | / | -13 | 5 | 1.0 | 0.3 | -1.0
22 | O=C(CSc1nn(-c2ccccc2)c(=S)s1)Nn1cnnc1 | 10 | -25 | -11 | -3.8 | -11 | / | 10 | 0 | 1.6 | -0.4 | 0.1
23 | NC(=O)COC(=O)[C@H](Cc1c[nH]c2ccccc12)NC(=O)c1ccc(F)cc1 | -2 | -16 | 0 | 1.6 | 5 | 105 | -3 | 0 | 1.5 | 4.7 | 0.1
24 | O=C1Nc2cc(C(=O)N3CCN(Cc4ccccc4)CC3)ccc2SC1N1CCOCC1 (stereo unspecified) | 10 | 6 | -3 | 0.3 | -13 | 104 | -12 | 0 | 3.6 | 1.2 | 0.1
25 | CC(C)(C)C(=O)NCc1ccc(C(=O)CN2C(=O)NC3(CCCC3)C2=O)s1 | -11 | / | -1 | / | 2 | 97 | -21 | 13 | 2.2 | / | -2.5

(listing goes on)
entry | compound | Arr AP2 block | Mot1-301 SUMO | Tat transport | E coli growth | PKA-R1A activ | Pemphigus Ab inh | PfHsp90 yeast 2 | MOR-DOR inv ag | phage Ecoli inh | AddAB inh | OPRM1-OPRD1 ag
26 | CC(c1nc2ccccc2c(=O)[nH]1)N(C)c1ccc2ccccc2c1 (stereo unspecified) | 6 | 28 | -4 | -2.8 | -12 | 116 | 20 | -7 | -1.0 | 2.9 | 1.3
27 | COc1ccc2oc(=Nc3cccc(F)c3)c(C(N)=O)cc2c1 | -8 | 8 | -17 | -0.6 | -6 | 96 | 20 | -7 | 3.1 | -0.5 | 1.3
28 | CCNCCC(=O)N1c2ccccc2Sc2ccc(C(F)(F)F)cc21 | 15 | 48 | -5 | -0.6 | -14 | 113 | 9 | 4 | 1.9 | 1.9 | -0.8
29 | COc1ccc(N2C(=O)CSC23CCC(C(C)(C)C)CC3)cc1 (stereo unspecified) | 8 | -8 | 0 | 0.7 | -8 | 95 | / | -21 | -1.9 | 1.4 | 3.5
30 | CC1(C)CC(=O)C2=C(C1)Nc1ccccc1[S@]2=O | -20 | -3 | -4 | 0.6 | 2 | 113 | 12 | 8 | 0.7 | 0.2 | -1.5
31 | O=C(COc1ccc([N+](=O)[O-])cc1)Nc1ccc(NC(=O)c2ccccc2)cc1 | 3 | 147 | -4 | -2.4 | -10 | 97 | -2 | 10 | -2.3 | 2.0 | -1.9
32 | CCOC(=O)c1ccc(NC(=S)N(CCCN2CCCC2)Cc2ccco2)cc1 | 7 | -15 | 6 | 1.2 | -1 | 114 | 5 | 17 | 1.8 | 0.3 | -3.2
33 | O=C(NCc1cccnc1)c1cc2nc(-c3cccs3)cc(C(F)(F)Cl)n2n1 | 11 | 8 | -9 | 1.3 | 3 | 102 | -8 | -7 | 2.9 | 1.7 | 1.4
34 | CCc1cc(SC#N)ccc1N | 25 | 253 | -3 | 3.1 | 0 | 99 | -4 | 14 | 2.7 | 1.2 | -2.8
35 | COc1ccccc1NC(=O)C1Cc2ccccc2CN1C(=O)c1ccco1 (stereo unspecified) | 3 | -31 | -1 | 1.3 | 0 | / | 5 | 12 | 2.2 | 3.0 | -1.6
36 | CC/C(Cc1ccccc1)=N/NC(=O)c1cccc(Br)c1 | 15 | -23 | -6 | -0.3 | 13 | / | -3 | -5 | 1.9 | 3.0 | 0.9
37 | COc1cc(/C=N/n2c(-c3cc(C)[nH]n3)n[nH]c2=S)cc(OC)c1OC | -9 | 6 | -1 | 1.5 | 0 | 100 | -6 | 6 | 1.8 | -0.8 | -1.1
38 | COc1ccc(CN(C(=O)c2ccco2)c2ccccc2)cc1 | -9 | -11 | -1 | 2.8 | 8 | 115 | 12 | 0 | 3.6 | 1.1 | -0.1
39 | CCOCCCn1c(=S)[nH]c2cc(C(=O)NCc3ccc(F)cc3)ccc2c1=O | -7 | -18 | -3 | -2.3 | -9 | / | -7 | 3 | 1.8 | -0.3 | -0.5
40 | O=C1[C@@H]2C(Cc3ccc(O)cc3)NC3(C(=O)Nc4ccc(F)cc43)[C@@H]2C(=O)N1c1ccccc1 (stereo partly specified) | 2 | -5 | -9 | 0.0 | -14 | / | -17 | 19 | 2.2 | -2.2 | -3.1
41 | Cc1ccc(N2CC(C(=O)NCCc3ccc(S(N)(=O)=O)cc3)CC2=O)cc1 (stereo unspecified) | 25 | 2 | -3 | -0.5 | 1 | 127 | 8 | 15 | 3.0 | 1.8 | -3.3
42 | COc1ccc(N2CCN(C3CCCCC3NS(=O)(=O)c3ccccc3)CC2)cc1 (stereo unspecified) | -14 | -3 | 2 | -0.9 | -16 | 101 | 0 | -3 | 0.3 | 1.6 | 0.5
43 | O=C(CCCN1C(=O)C2CC=CCC2C1=O)Nc1cccc(F)c1 (stereo unspecified) | -17 | 5 | -1 | -0.5 | 7 | / | -5 | 10 | 2.4 | -1.9 | -1.9
44 | CCC(C)N(C(=O)COC(=O)c1cc([N+](=O)[O-])ccc1N)C1CCS(=O)(=O)C1 (stereo unspecified) | 16 | -4 | -2 | 0.4 | -2 | 96 | / | 16 | 1.4 | 1.4 | -3.1
45 | CSCC(=O)N1CCC(n2nccc2NC(=O)CCCc2ccccc2)CC1 | -3 | 1 | 1 | -1.1 | -9 | 104 | -23 | 14 | 2.3 | -0.1 | -2.6
46 | CCCC(=O)Nc1ccc(N2CCN(C(=O)c3ccccc3C)CC2)cc1 | -2 | 11 | -2 | 2.1 | 0 | 105 | -37 | 6 | 0.4 | 4.3 | -1.3

Given with one line to a screen: part of the list above.
#46 CCCC(=O)Nc1ccc(N2CCN(C(=O)c3ccccc3C)CC2)cc1
#33 O=C(NCc1cccnc1)c1cc2nc(-c3cccs3)cc(C(F)(F)Cl)n2n1

assay / compound | 46 | 33
Arr AP2 block | -2 | 11
Mot1-301 SUMO | 11 | 8
Tat transport | -2 | -9
E coli growth | 2.1 | 1.3
PKA-R1A activ | 0 | 3
Pemphigus Ab inh | 105 | 102
PfHsp90 yeast 2 | -37 | -8
MOR-DOR inv ag | 6 | -7
phage Ecoli inh | 0.4 | 2.9
AddAB inh | 4.3 | 1.7
OPRM1-OPRD1 ag | -1.3 | 1.4

High-throughput results (PubChem BioAssay)
